POLH inh = qHTS for Inhibitors of Polymerase Eta; DNA polymerase eta (Homo sapiens), Q9Y253; recombinant Pol eta, fluorescent DNA replication assay; Potency, µM (titrated, usually from 114 µM), for inactives: at the top dose activity change, negative = inhibition, hits mostly inhibitors; 390,000 compounds, 1.2% hits; AID 588591, 2011; further: on the % scale 0 is the no-effect control and ±100 the full control effect
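Pol eta at 10 nM preincubated with compounds 15 min at room temperature; reaction started with fluorescent substrate (50 nM final) and read kinetically at 0 and 10 min.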
BLM helicase inh = qHTS Assay for Inhibitors of Bloom's syndrome helicase (BLM). RecQ-like DNA helicase BLM (Homo sapiens), P54132. AID 2528, 2010. Potency, µM (series often up to 56.1 µM), for the others: at the top dose activity change, negative = inhibition, hits mostly inhibitors. recombinant BLM DNA unwinding, fluorescence dequenching. 350,000 compounds, 0.2% hits;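 further: plate controls were vehicle for no effect and no enzyme for full effect; nearly all actives have a fitted effect of over 35% in size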
Pol kappa inh = qHTS for Inhibitors of Polymerase Kappa. Potency, µM (highest dose often 107 µM), for the others: at the top dose activity, negative = inhibition, usual class: inhibitors. DNA polymerase kappa (Homo sapiens), Q9UBT6. AID 588579, 2011. purified Pol kappa, fluorescent DNA synthesis assay, 10 min. 400,000 compounds, 0.53% hits; further: on the % scale 0 is the no-effect control and ±100 the full control effect
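Kinetic fluorescence screen: compound preincubated 15 min RT with 10 nM enzyme; 50 nM substrate (final) initiates; reads at 0/10 min.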
APEX1 inh = qHTS Assay for Inhibitors of the Human Apurinic/apyrimidinic Endonuclease 1 (APE1). 350,000 compounds, 0.35% hits. DNA repair nuclease/redox regulator APEX1 (Homo sapiens), P27695. AID 2517, 2012. Potency, µM (doses to about 65.8 µM), for the others: top-dose activity change, negative = inhibition, usual class: inhibitors. recombinant APE1, TAMRA/BHQ-2 abasic DNA cleavage fluorescence;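 further: plate controls were vehicle for no effect and reference inhibitor for full effect; nearly all actives have a fitted effect of over 55% in size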
Target sequence (P27695 whole entry, looked up): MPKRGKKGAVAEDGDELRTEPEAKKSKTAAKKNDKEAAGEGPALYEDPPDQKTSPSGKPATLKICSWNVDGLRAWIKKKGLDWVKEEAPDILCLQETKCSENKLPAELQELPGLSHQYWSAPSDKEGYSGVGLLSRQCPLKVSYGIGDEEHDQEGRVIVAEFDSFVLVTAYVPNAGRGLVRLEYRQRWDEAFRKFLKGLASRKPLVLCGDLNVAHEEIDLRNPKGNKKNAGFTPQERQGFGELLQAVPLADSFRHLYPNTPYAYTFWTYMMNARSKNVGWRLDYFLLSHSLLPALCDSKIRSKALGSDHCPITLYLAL
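Endonuclease cleavage of a quenched abasic-site DNA duplex (50 nM) by APE1 (0.75 nM) was tracked by TAMRA dequenching. Compounds were preincubated with enzyme 15 min at room temperature; data normalized to buffer-only and DMSO wells plus NSC13755 control.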
Pol iota inh = qHTS for Inhibitors of Polymerase Iota; DNA polymerase iota (Homo sapiens), Q9UNA4; Pol iota fluorescent replication assay, 10 min; Potency, µM (series often up to 115 µM), for the others: top-dose activity, negative = inhibition, hits mostly inhibitors; 390,000 compounds, 1% hits; AID 588590, 2011
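Pol iota at 10 nM preincubated 15 min with compounds at room temperature; reaction started with fluorescent substrate, 50 nM final. Fluorescence read kinetically at 0 and 10 min; buffer-only wells as negative control.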
Anesthetic bind = qHTS Assay for Identification of Novel General Anesthetics; AID 485281, 2010; 350,000 compounds, 0.074% hits; apoferritin/1-aminoanthracene competitive binding, fluorescence; Potency, µM (titrated, usually from 77.5 µM), for inactives: at the highest dose activity change, negative = displacement, actives largely listed as inhibitors; further: on the % scale 0 is the no-effect control and ±100 the full control effect; nearly all actives have a fitted effect of over 20% in size
Target sequence (P02791 2-175 limits assumed): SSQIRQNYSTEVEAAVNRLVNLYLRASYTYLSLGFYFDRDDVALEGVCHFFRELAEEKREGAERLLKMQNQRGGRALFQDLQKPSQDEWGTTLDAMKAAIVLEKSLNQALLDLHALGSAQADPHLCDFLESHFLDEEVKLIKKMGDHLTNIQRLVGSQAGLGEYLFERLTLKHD
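10 uM apoferritin + 50% sat. 1-AMA, PBS; cpd 10 min RT; Ex380/Em535 endpoint; normalized to free probe vs complex; 4-param Hill fit; propofol titration as pos. ctrl.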
POLB inh = qHTS Assay for Inhibitors of DNA Polymerase Beta | P06746 | Pol beta primer extension/strand displacement, fluorescence kinetic | Potency, µM (top dose mostly 114 µM), inactives show at the highest dose activity change, negative = inhibition, usual class: inhibitors | 340,000 compounds, 1.3% hits; further: on the % scale 0 is the no-effect control and ±100 the full control effect
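Pol beta (10 nM) was preincubated with compound for 15 min at room temperature. The reaction was then started with 50 nM substrate and read immediately and after a further 10 min at room temperature.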
G9a block = qHTS Assay for Inhibitors of Histone Lysine Methyltransferase G9a; Histone-lysine N-methyltransferase EHMT2 (Homo sapiens), Q96KQ7; G9a H3K9 monomethylation, AlphaScreen, 2 h; Potency, µM (titrated, usually from 102 µM), for inactives: top-dose activity, negative = inhibition, most hits filed as inhibitors; 350,000 compounds, 8.8% hits; AID 504332, 2011; further: on the % scale 0 is the no-effect control and ±100 the full control effect; nearly all actives have a fitted effect of over 75% in size
Target sequence (Q96KQ7 913-1193 limits assumed): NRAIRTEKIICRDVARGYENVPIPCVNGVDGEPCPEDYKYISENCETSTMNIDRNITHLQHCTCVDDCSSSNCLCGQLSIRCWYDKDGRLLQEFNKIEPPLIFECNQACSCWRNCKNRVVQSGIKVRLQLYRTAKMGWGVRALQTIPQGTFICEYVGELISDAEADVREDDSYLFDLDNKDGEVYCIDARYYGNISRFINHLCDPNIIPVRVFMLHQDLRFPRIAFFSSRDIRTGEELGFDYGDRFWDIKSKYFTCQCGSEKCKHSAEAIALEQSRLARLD
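Quantitative HTS format: methyltransferase activity on a biotin-tagged H3K9 peptide is measured by AlphaScreen, using a rabbit anti-monomethyl-H3K9 antibody with streptavidin donor and anti-IgG acceptor beads. Final levels are 20 nM enzyme, 500 nM peptide, 20 uM SAM; 2 h RT.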
BAZ2B inh = qHTS Assay for Inhibitors of BAZ2B; Potency, µM (titrated, usually from 114 µM), for inactives: top-dose activity change, negative = inhibition, actives largely listed as inhibitors; AlphaScreen BAZ2B-H3K14Ac peptide displacement; AID 504333, 2011; 360,000 compounds, 4.4% hits; Bromodomain adjacent to zinc finger domain protein 2B (Homo sapiens), Q9UIF8; further: on the % scale 0 is the no-effect control and ±100 the full control effect; nearly all actives have a fitted effect of over 60% in size
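Inhibition is scored as reduced AlphaScreen emission. The BAZ2B/b-H3(5-23)K14Ac complex (50 nM each) in PBS pH 7.4, 0.01% Tween-20 meets compound (up to 110 uM) for 30 min at RT before bead addition.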
Numbers without * were called inactive; ? = inconclusive; nt = not tested or not shown; & = joins results of further samples; [ ] = dose if it differs, or a comment. The call rests on the fitted dose curve; in most records, active means well fitted curve in the direction sought with a large enough effect; inconclusive means small, poorly fitted or top-dose-only effect, or another doubt; inactive means no such curve, though single readings can be large; an effect the other way counts as inactive or inconclusive. Potency means the concentration at half of the fitted maximal effect. An excerpt; rates above refer to the full screens.

SMILES	POLH inh	BLM helicase inh	Pol kappa inh	APEX1 inh	Pol iota inh	Anesthetic bind	POLB inh	G9a block	BAZ2B inh
C=CCOC(Cn1ccnc1)c1ccc(Cl)cc1Cl (configuration not stated)	2%	6%	-3%	-8%	2%	nt	nt	-6%[12.7 µM]	-37%
CNc1cc(Cl)c2nonc2c1[N+](=O)[O-]	-13%	-8%	-25%	-2%	10µM*	-9%	89µM*	25µM*	-31%
FC(F)(F)c1ccc(CSc2ccccn2)cc1	-12%	-7%	-11%	1%	37%[activator]	?	-18%	33%[activator]	62%[activator]
COc1ccccc1CNCc1cc(OC)c(OC)cc1OC	-12%	2%	-3%	3%	40%[activator]	-13%	-9%	3.2µM*	50µM*
Cn1c(O)c(C=Nc2ccc3c(c2)CCC3)c(=O)n(C)c1=O	5%	0%	5%	-2%	0%	-9%	4%	-6%[59 µM]	21%
Cc1cc(=O)oc2cc(OCC(=O)N3C[C@H]4C[C@@H](C3)c3cccc(=O)n3C4)ccc12	-11%	1%	9%	7%	12%	-7%	1%	18%[12.7 µM]	1%
Cc1cc(/C=C2\C(=O)NC(=O)N(Cc3ccco3)C2=O)c(C)n1-c1ccc(O)cc1	20µM*	25µM*	40µM*	0%	?	?	11µM*	?	?
CCOC(=O)C1=C(N)Oc2ccccc2C12C(=O)N(CC(=O)OC)C(CC(=O)OC)=C2C(=O)OC (configuration not stated)	7%	1%	3%	1%	29%	-7%	3%	99%[activator][59 µM]	-24%
NS(=O)(=O)c1cccc(N2CCNCC2)c1	-17%	3%	-4%	1%	48%[activator]	-1%	4%	?	-1%
Cc1csc(=N)n1Cc1ccccc1	-13%	3%	-5%	-1%	28%	-5%	-7%	15%[59 µM]	12%
Cc1c(C(=O)N2CCC3(CC2)OCCO3)oc2ccccc12	-6%	-2%	-7%	2%	5%[58.9 µM]	-2%	-22%	8%[12.7 µM]	-1%
Cc1ccccc1-n1c(-c2ccco2)nc2ccccc2c1=O	9%	5%	0%	7%	-7%[58.9 µM]	-9%	1%	13%[59 µM]	9%
C=CC1CN2CCC1CC2c1[nH]c2ccccc2c1CCO (configuration not stated)	-4%	-7%	-11%	-3%	46%[activator]	-9%	65%	30%[59 µM]	6%
O=C(CNC(=O)c1ccc(Cl)cc1)Nc1ccc(Br)cc1C(=O)c1ccccc1	0%	-2%	-18%	4%	34%[activator]	-13%	37%	-14%[59 µM]	-8%
CN(C)C(=O)Oc1ccc2oc(=O)cc(-c3cc4ccccc4o3)c2c1	-4%	-5%	1%	0%	-1%	-2%	5%	-8%	-11%[57.1 µM]
Cc1cc(OCC(=O)N2CCC(C(=O)NCC(C)C)CC2)c2c3c(c(=O)oc2c1)CCCC3	-13%	0%	7%	1%	11%	2%	2%	-1%	-4%[57.1 µM]
Cc1nc(NS(=O)(=O)c2cccc([N+](=O)[O-])c2)sc1C(C)(C)C	-4%	-4%	-15%	17%	3%	?	11%	6%	-14%
Cc1ccc(/C=C2\C(=O)NC(=O)N(CCc3ccc(F)cc3)C2=O)s1	-1%	-1%	-3%	5%	112%[activator]	-5%	0%	?	-11%
C=CCNC(=O)c1c(N)n(Cc2ccco2)c2nc3ccccc3nc12	-12%	-8%	-29%	1%	?	321%[activator]	?	6%	9%
O=C1C2CCCN2C(c2cccs2)N1c1ccccn1 (configuration not stated)	-7%	-4%	-7%	1%	4%	-16%	12%	-21%[59 µM]	12%
COc1ccc(C(c2c(O)c3ccccc3oc2=O)c2c(C)n(C)n(-c3ccccc3)c2=O)cc1 (configuration not stated)	1%&-16%	-5%&-4%	-9%&-11%	-3%	-22%&74%	-5%&-14%	?	-5%[59 µM]	-1%&-16%
C=CCn1c(O)c(C(C)=NCCC(c2ccccc2)c2ccccc2)c(=O)[nH]c1=O	-7%	1%	1%	12%	10%	0%	-1%	8%	15%
CN1C(=O)N(C)C(=O)C(CCc2ccncc2)(CCc2ccncc2)C1=O	-20%	-4%	2%	22%	26%	-2%	-8%	nt	-3%
C/C=C1\C[C@H](C)[C@@](O)(CO)C(=O)OCC2=CCN3CC[C@@H](OC1=O)[C@@H]23	nt	-2%[21.4 µM]	2%[12 µM]	?	nt	2%[29.3 µM]	nt	37%[21.5 µM]	nt
CC1(C)OC(c2ccccc2)=C/C(=C/C=C2C(=O)NC(=O)NC2=O)O1	?	-15%	-32%	-4%	?	?	14µM*	35µM*	-37%
SMILES	POLH inh	BLM helicase inh	Pol kappa inh	APEX1 inh	Pol iota inh	Anesthetic bind	POLB inh	G9a block	BAZ2B inh
CN[C@H]1C[C@H]2O[C@@](C)([C@H]1OC)n1c3ccccc3c3c4c(c5c6ccccc6n2c5c31)C(=O)NC4	nt	-8%	nt	?	nt	81%[activator]	?	?	-37%
CN1CC[C@@]2(CCCN(C(=O)Oc3ccccc3)C2)C1	nt	2%	-2%[60.1 µM]	1%	nt	nt	nt	-3%[12.7 µM]	nt
C[n+]1c2cc(N)ccc2cc2ccc(N)cc21	45µM*	30%	22µM*	nt	7.9µM*	268%[activator]	nt	?	nt
Cc1cnc(NC(=O)CN2CCCCC2)s1	-22%	-2%	1%	44%	82%[activator]	2%	7%	?	-22%
Cc1cc(C(=O)N2CCC3(CC2)OCCO3)no1	4%	0%	-1%	6%	-8%	-1%	31%	nt	2%
COC(=O)c1ccc(CN2CCN(Cc3ccccc3)CC2)cc1	-9%	2%	-1%	-7%	-3%	-7%	-5%	-6%[59 µM]	-10%
CCn1c(O)c(C=NCCN2CCOCC2)c(=O)n(CC)c1=S	3%	0%	0%	13%	-18%	-1%	25%	nt	-15%
O=c1c2ccccc2nc(/C=C/c2ccc(O)cc2)n1-c1ccc(O)cc1	?	-9%	6%	26%	-12%	57%[activator]	?	18%	-1%
C=CCn1c(O)c(C(C)=NCc2cc(OC)cc(OC)c2)c(=O)[nH]c1=O	6%	-1%	-1%	6%	19%	-22%	6%	9%[0.501 µM]	-36%
COC(=O)C1=C(c2ccc(F)cc2OCc2ccccc2)C[C@@H]2CC[C@H]1N2C(=O)NCc1ccc([N+](=O)[O-])cc1	?	nt	-12%	31%	-9%	nt	nt	-9%[2.33 µM]	-22%
O=C(c1cc2c(s1)CCCC2)N1CCC2(CC1)OCCO2	-9%	-2%	0%	0%	27%	1%	-12%	-22%[12.7 µM]	6%
CCCCC[C@@H](/C=C/C=C\C/C=C\C/C=C\CCCC(=O)O)OO	nt	0%	2%[19.4 µM]	11%&-2%	nt	1%	nt	27%[59 µM]	nt
COc1ccccc1OCC(=O)N1CCCC(N2CCN(c3ccc(F)cc3)CC2)C1 (configuration not stated)	-15%	2%	-9%	-3%	17%	-6%	91%	-12%	-17%
COc1ccc(CC2C(=O)N(c3ccccc3)C(=O)N(c3ccccc3)C2=O)c(OC)c1	3%	-5%	-9%	2%	0%	-19%	9%	45µM*	-5%
Cc1ccccc1-c1nc2ccccc2c(=O)n1C	-15%	-9%	-3%	1%	45%[activator]	-7%	5%	nt	9%
CC(C)n1nnnc1CN1CCN(C)CC1	1%	0%	-4%	-7%	1%	-12%	-13%	6%[59 µM]	25%
CC(=O)OCC1=C[C@H]2[C@@H]3C(C)(C)[C@]3(OC(=O)Cc3ccccc3)C[C@@H](C)[C@]2(O)[C@@H]2C=C(C)C(=O)[C@@]2(O)C1	nt	1%	-3%[12 µM]	10%	nt	-1%	nt	nt	nt
O=C(Cc1ccccc1)N1CCN(Cc2c[nH]c3ccccc23)CC1	-9%	4%	2%	0%	4%	-22%	11%	-12%	1%
COc1ccc(C=O)cc1	-19%	nt	-16%	7%&-1%	23%	nt	nt	-4%[0.501 µM]	1%
CC(=O)N1CCN(CC(=O)Nc2ccc(C#N)c(Cl)c2)CC1	-22%	1%	-2%	-2%	51%[activator]	0%	-14%	-15%	0%
Cc1ccc(CN2C(=O)CN=C(c3ccccc3)c3ccccc32)cc1	-22%	-6%	-9%	6%	26%	?	-25%	-36%[59 µM]	-26%
Fc1ccc(CCNCc2ccccc2Cl)cc1	-13%	1%	-6%	2%	-12%	-24%	14%	2%[12.7 µM]	4%
Cn1c(O)c(C=Nc2ccccc2-c2ccccc2)c(=O)n(C)c1=O	-9%	-1%	-26%	-12%	-5%	-1%	-9%	15%	4%
Cc1nc2ccc(Cl)cc2c(=O)n1-c1ccc([N+](=O)[O-])cc1	-18%	0%	4%	12%	56%[activator]	-4%	-5%	10%	-2%
NS(=O)(=O)c1ccc(-c2ccc(C=C3C(=O)NC(=O)NC3=O)o2)cc1	18%	3%	-18%	-13%	?	?	18%	10µM*	-34%
O=C(C(=O)N1CC=C(c2ccccc2)CC1)c1c[nH]c2ccccc12	-17%	-8%	-11%	?	0%	-13%	-15%	?	-34%
CCCC/C(=N\O)c1c[nH]c2ccccc12	-2%	-5%	-8%	-2%	5%	-9%	5%	-20%[12.7 µM]	-8%
CCCCCn1c(=O)c(C(=O)NCCc2ccccc2)c(O)c2ccccc21	-27%	0%	-11%	-4%	91%[activator]	-5%	38%	6%[0.501 µM]	71%[activator]

Quoted at random: three compounds from above
SMILES	POLH inh	BLM helicase inh	Pol kappa inh	APEX1 inh	Pol iota inh	Anesthetic bind	POLB inh	G9a block	BAZ2B inh
C[n+]1c2cc(N)ccc2cc2ccc(N)cc21	45µM*	30%	22µM*	nt	7.9µM*	268%[activator]	nt	?	nt
Cc1nc2ccc(Cl)cc2c(=O)n1-c1ccc([N+](=O)[O-])cc1	-18%	0%	4%	12%	56%[activator]	-4%	-5%	10%	-2%
COC(=O)C1=C(c2ccc(F)cc2OCc2ccccc2)C[C@@H]2CC[C@H]1N2C(=O)NCc1ccc([N+](=O)[O-])cc1	?	nt	-12%	31%	-9%	nt	nt	-9%[2.33 µM]	-22%

Bioassay records (PubChem BioAssay)
